MC4R ag barr: human MC4R agonism via beta-arrestin; U2OS MC4R beta-arrestin complementation, luminescence; percent of melanotan II response, DMSO zero; activation, % at 8.9 µM; hit rate 0.98% among 360,000;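 active means activation above a per-plate cutoff, the mean activation of sample wells on that plate plus 3 SD, cut at about 8% in these data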
SRC2 inh: human SRC2 (NCOA2) inhibition | Q15596 | HEK293 GAL4-SRC2 luciferase reporter, luminescence | inhibition, % at 9 µM | hit rate 0.17% among 370,000 | AID 651957;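 active means inhibition above the mean inhibition of all tested compounds plus 3 SD, set per campaign, cut at about 52% in these data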;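 further: 0% = DMSO treated cells and 100% = cells given Gossypol at 36 µM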
HTR2A ag: activates the mouse 5-HT2A serotonin receptor | CHO-K1 mHTR2A beta-arrestin complementation, luminescence; percent of 30 µM serotonin response | P35363 | hit rate 0.66% among 360,000 | activation, % at 7.6 µM;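 active means activation above a run cutoff, the mean activation of all tested compounds plus 3 SD, cut at about 14% in these data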;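 further: 0% = plate median of compound wells and 100% = 30 µM serotonin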
ABCB6 inh MLPCN: inhibitors of human ABC transporter ABCB6; fluorescence ratio to DMSO, % at 10 µM; K562-ABCB6 porphyrin accumulation, flow cytometry, 1 h; hits give low values; hit rate 0.19% among 360,000; Q9NP58;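 active means fluorescence ratio to DMSO below 75%, the collection mean minus 3 SD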;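 further: signal is porphyrin accumulated inside mitochondria; 100% equals median channel fluorescence of DMSO control wells; lower ratio means ABCB6 inhibition with less porphyrin fluorescence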
ABHD5-PLIN5 inh: ABHD5-PLIN5 protein interaction inhibition; Q00G26+Q8WTS1; Split G. princeps luciferase complementation, luminescence, 4 h; inhibition, % at 4 µM; hit rate 0.78% among 360,000;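 active means inhibition above the mean inhibition across every tested compound plus 3 SD, cut at about 22% in these data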;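 further: 0% = DMSO only wells and the 100% control is not disclosed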
Target sequence (Q00G26 whole entry, looked up): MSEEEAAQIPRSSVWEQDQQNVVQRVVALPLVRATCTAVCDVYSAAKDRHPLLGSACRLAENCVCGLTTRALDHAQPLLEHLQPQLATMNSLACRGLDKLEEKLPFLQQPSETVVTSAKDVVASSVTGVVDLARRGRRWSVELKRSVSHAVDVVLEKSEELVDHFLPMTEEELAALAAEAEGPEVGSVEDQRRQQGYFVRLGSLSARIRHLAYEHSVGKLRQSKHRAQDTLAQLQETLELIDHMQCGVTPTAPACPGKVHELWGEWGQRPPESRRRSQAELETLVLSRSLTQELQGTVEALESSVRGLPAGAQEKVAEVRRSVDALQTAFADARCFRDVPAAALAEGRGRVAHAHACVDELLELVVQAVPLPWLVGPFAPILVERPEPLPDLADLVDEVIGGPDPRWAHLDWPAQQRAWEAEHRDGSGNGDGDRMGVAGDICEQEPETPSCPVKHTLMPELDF
Target sequence (Q8WTS1 whole entry, looked up): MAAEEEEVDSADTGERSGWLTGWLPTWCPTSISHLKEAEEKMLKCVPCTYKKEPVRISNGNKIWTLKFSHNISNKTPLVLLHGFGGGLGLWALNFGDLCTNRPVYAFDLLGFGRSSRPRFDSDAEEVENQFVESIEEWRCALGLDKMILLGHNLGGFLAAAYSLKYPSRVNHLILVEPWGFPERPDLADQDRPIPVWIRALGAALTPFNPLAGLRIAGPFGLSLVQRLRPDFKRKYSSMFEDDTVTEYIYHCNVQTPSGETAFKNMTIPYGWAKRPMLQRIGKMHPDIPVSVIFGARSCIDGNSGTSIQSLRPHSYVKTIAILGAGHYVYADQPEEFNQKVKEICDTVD
TLR9-MyD88 inh: blocks human TLR9 binding to MyD88; CHO BLA complementation TLR9-MyD88, CCF4 FRET ratio; inhibition, % at 4.98 µM; hit rate 0.21% among 340,000; AID 504734;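 active means inhibition above the mean over all tested compounds plus 3 SD, cut at about 21% in these data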;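 further: 0% = DMSO only wells and 100% = clavulanate BLA inhibitor control wells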
Glyco luc inh: N-linked glycosylation inhibition. hit rate 0.23% among 360,000. reporter increase, % at 12.5 µM. AID 588692. D54 ERlucT glycosylation luciferase reporter, 24 h; percent of 100 nM tunicamycin response;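 active means mean luciferase reporter signal, scaled so untreated is 0 and the glycosylation-blocking control 100, at or above a set limit in every replicate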;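 further: luciferase carries N-glycosylation sites so blocking glycosylation raises the light; 0% = median of neutral control wells and 100% = median of 100 nM tunicamycin wells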
Cardio protect: protects H9c2 cardiomyocytes from peroxide injury. H2O2 injury protection, ATPLite, 2 h. protection from H2O2 cell death, % at 20 µM. hit rate 0.63% among 360,000;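 active means compounds giving at least 50% protection of heart cells from peroxide-induced death in the single-dose screen, raw or plate-pattern-corrected value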;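 further: 0% = DMSO wells with peroxide and 100% = DMSO wells without peroxide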
NOD2 RIPK2 PPI: NOD2-RIPK2 protein interaction inhibition; hit rate 0.38% among 360,000; inhibition, % at 4.98 µM; O43353; CHO BLA complementation NOD2-RIPK2, CCF4 ratio; in the data active means inhibition above about 21%;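 further: 0% = vehicle only and 100% = reference blocker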
MC4R antagonist: human MC4R antagonism in cAMP assay; P32245; MC4R-expressing cells, MTII-stimulated cAMP, LANCE TR-FRET; inhibition, % at 6.5 µM; hit rate 0.48% among 360,000;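 active means inhibition above its plate's cutoff, the mean of tested wells on that plate plus 3 SD, cut at about 29% in these data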;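 further: 0% = Melanotan II alone and 100% = Melanotan II plus saturating MCL0020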
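Material: U2OS-MC4R stable cell line | Reagent: Melanotan II challenge after compound preincubation | Doses: One concentration, 6.5 µM nominal | Incubation: 30-min compound preincubation, 1-h Melanotan II challenge, 1-h detection, room temperature | Signal: TR-FRET cAMP assay | Replicates: One well per compound, no replicates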
An asterisk follows results filed as active; / = no result given.

Order of results – TLR9-MyD88 inh | ABHD5-PLIN5 inh | NOD2 RIPK2 PPI | HTR2A ag | SRC2 inh | MC4R ag barr | MC4R antagonist | Glyco luc inh | Cardio protect | ABCB6 inh MLPCN
CC(C)(C)C1COc2ccccc2N1C(=O)c1ccccc1Cl (configuration not stated)
→ -10 | -4 | 2 | 1 | 4 | 8.1 | 16 | -3 | -6 | 100
COc1cccc(NC(=O)Nc2nnc(N3C(C)CCCC3C)s2)c1 (configuration not stated)
→ -8 | -12 | -2 | 3 | 34 | 2.1 | -1 | -4 | -4 | 100
Cc1ccc(C(O)(C(=O)NNc2ccccn2)c2ccc(C)cc2)cc1
→ -1 | -3 | 1 | 2 | -6 | -0.1 | 3 | 0 | -2 | 96
CC(=O)CCc1ccc(OCCCOc2cccc3cccnc23)cc1
→ -4 | 12 | 4 | 2 | -10 | 0.2 | 2 | 2 | -18 | 97
CCOC(=O)C1CCN(C(=O)COC(=O)c2ccc(=O)n(Cc3ccccc3)n2)CC1
→ 6 | 9 | -16 | 1 | -2 | -2.5 | 2 | 0 | -4 | 102
COc1ccc(Cl)cc1NC(=O)C1CCN(C(=O)C2CC(=O)N(c3ccc(C)cc3)C2)CC1 (configuration not stated)
→ -1 | 5 | -9 | -11 | -40 | -0.4 | 4 | 3 | 3 | 94
O=C(O)CCCCCNC(=O)c1cccc(Br)c1
→ -6 | -8 | -6 | -4 | -12 | -1.8 | -1 | 0 | 2 | 98
CCC(=O)NCCc1nc2ccccc2n1CC
→ 11 | 2 | 0 | -2 | -4 | 0.5 | 6 | 0 | 16 | 96
CN1CCN(S(=O)(=O)c2ccc(NC(=O)Nc3cccc(Cl)c3)cc2)CC1
→ 5 | 9 | 7 | -9 | 10 | 1.8 | 0 | -4 | -10 | 100
CC(C)c1nnc(NC(=O)c2ccc(S(=O)(=O)N3CCOCC3)cc2)s1
→ -7 | 2 | 12 | 0 | -16 | 0.0 | 13 | 2 | -2 | 98
CC(C)NC(=S)N/N=C1\CCCc2ccccc21
→ 4 | -4 | -2 | 8 | -7 | 1.3 | 2 | -1 | -4 | 99
CCc1nc2nc(C)c(NS(=O)(=O)c3ccc(CC(C)C)cc3)c(=O)n2[nH]1
→ -1 | -4 | -18 | 3 | -26 | 1.2 | 1 | 3 | 1 | 96
Cc1ccc(-c2nc3ccc(C)cn3c2CC2CCCCC2)cc1
→ / | 10 | -40 | 11 | -4 | / | / | / | / | 119
C#CCN(C(=O)c1cc(COc2cccc(C(F)(F)F)c2)on1)C1CCCCC1
→ 0 | -6 | -17 | -7 | -4 | -2.6 | 1 | -2 | -6 | 94
CC(C)C[C@H]1CNC(=S)N1C[C@H]1CCCN1C[C@H](Cc1ccc(O)cc1)N1C[C@H](Cc2ccc(O)cc2)N(CCc2ccccc2)C1=S
→ / | 23* | -12 | -5 | -31 | / | / | -4 | -9 | 101
N#C/C(C(=O)N1CCOCC1)=C1/SC(Cc2ccc(F)cc2)C(=O)N1c1ccccc1 (configuration not stated)
→ -3 | 13 | 0 | 1 | 16 | 0.9 | 12 | 2 | 10 | 97
Cn1nc(C(=O)OCC(=O)N(Cc2ccccc2)C(C)(C)C)c2ccccc2c1=O
→ 1 | -5 | 0 | 2 | 12 | -3.9 | 2 | 1 | 2 | 99
CN(CC(=O)Nc1ccc(F)cc1)C(=O)C1Cc2ccccc2CN1S(C)(=O)=O (configuration not stated)
→ -6 | -7 | -5 | 0 | -2 | -3.6 | 3 | -2 | 1 | 99
COc1ccc(C(=O)CN2C(=O)c3ccccc3C2=O)cc1
→ / | -1 | -1 | -1 | -14 | -1.9 | 2 | -5 | 0 | 95
COc1cccc(N(C(=O)c2ccco2)C(C(=O)NC2CCCC2)c2ccc(N(C)C)cc2)c1 (configuration not stated)
→ -1 | -2 | 4 | 7 | 12 | -2.5 | 7 | 0 | -5 | 100
COc1ccc2[nH]c3c(c2c1)CCN1C(=O)C(CC(=O)NCc2ccc(OC)c(OC)c2)C[C@H](C(=O)N2CCOCC2)[C@@]31CCC1CCCC1 (some centres not stated)
→ -17 | -1 | 9 | 5 | -13 | -0.3 | -4 | 1 | 4 | 97
O=S(=O)(Nc1ccc2ccccc2n1)c1ccccc1
→ -12 | -5 | 1 | 12 | -24 | 0.2 | 14 | 1 | -6 | 99
O=C(O)c1cc(O)ccc1N=Nc1ccccc1
→ -10 | -10 | -7 | -1 | 14 | -1.4 | -1 | -3 | 5 | 101
Cn1c(=O)c2[nH]c(C3CC=CCC3)nc2n(C)c1=O (configuration not stated)
→ -1 | 6 | -15 | 5 | 6 | -0.6 | 3 | 2 | 3 | 98
Cn1c(=O)[nH]c(=O)c2c1nc(SCc1ccccc1Cl)n2CC(N)=O
→ 0 | -3 | -2 | 3 | -20 | -0.6 | 17 | 0 | -3 | 99
CCc1cccc(C)c1NC(=O)CN1C(=O)NC(C)(CCC(C)C)C1=O (configuration not stated)
→ -8 | -4 | -7 | 6 | -8 | -0.1 | -1 | -1 | 0 | 90
CCN1C(=O)c2ccc(C(=O)Nc3ccc(O)cc3C)cc2C1=O
→ -8 | -3 | 4 | 1 | 10 | -2.1 | 6 | 1 | 5 | 102
Cc1cc(NC(=O)CSc2nnc(C3CC3)n2C)no1
→ -5 | 2 | 4 | 5 | 6 | 0.9 | -2 | 0 | 6 | 91
CCN(C(=O)COC(=O)CNC(=O)c1ccc(C)c(C)c1)C1CCS(=O)(=O)C1 (configuration not stated)
→ 3 | 13 | -13 | 4 | -7 | 1.0 | -2 | 2 | 2 | 99
O=C(Nc1cccnc1)c1cc2c(ccc3ccccc32)o1
→ 2 | 6 | 1 | 0 | / | -1.5 | -3 | -11 | -6 | 103
CCCCCc1nc2sc3c(c2c(=O)n1N)CCC3
→ 1 | -8 | -1 | 1 | -9 | -0.2 | 4 | 5 | -25 | 98
CC(c1cccs1)N(Cc1ccco1)C(=S)Nc1ccc(F)c(Cl)c1 (configuration not stated)
→ -3 | -8 | 11 | -3 | -17 | -2.5 | 4 | 1 | 2 | 95
Nc1cc(N)nc(SCc2ccc(Cl)cc2)n1
→ 1 | 2 | -19 | -6 | -17 | -1.4 | 0 | -2 | 0 | 100
O=C(CCl)c1ccc2[nH]c(=O)oc2c1
→ 9 | 0 | -17 | -1 | -8 | 1.8 | 3 | 1 | -4 | 102
CCc1cccc2c(C(=O)COC(=O)c3nccnc3N)c[nH]c12
→ -2 | 1 | -10 | -2 | -27 | -3.5 | -2 | 1 | 2 | 106
CCOC(=O)c1ccc(NC(=O)c2ccc3c(c2)OCO3)cc1
→ 5 | -4 | -1 | -5 | -57 | -1.3 | -1 | -2 | -8 | 101
Cc1cccc(OCCOC(=O)CN2C(=O)NC3(CCCC3)C2=O)c1
→ -11 | -9 | -10 | 0 | 24 | 1.2 | 9 | 2 | -5 | 102
COc1ccc(S(=O)(=O)N2CCC(N3CCN(Cc4ccccc4)CC3)CC2)cc1
→ 1 | 5 | -14 | 22* | 8 | -0.3 | -2 | 1 | 3 | 99
O=[N+]([O-])c1c(NCCCO)cc(N2CCN(Cc3ccc4c(c3)OCO4)CC2)c2nonc12
→ 1 | 2 | -2 | -2 | 32 | -2.3 | -3 | 0 | 11 | 102
CN(C)c1ccc(-c2csc(C(C)(O)c3ccc(F)c(F)c3)n2)cc1 (configuration not stated)
→ / | -10 | -3 | -7 | 10 | 1.9 | 8 | -2 | -27 | 97
COc1ccc(NC(=O)CSc2nc3c(c(=O)n2-c2ccccc2)SCC3)c(OC)c1
→ -2 | 0 | 0 | 6 | -16 | 1.0 | -28 | -1 | 0 | 95
O=C(COc1cccc(Cl)c1)NCC(c1cccs1)N1CCOCC1 (configuration not stated)
→ -6 | -5 | -4 | -2 | 7 | 0.0 | 6 | -1 | 1 | 94
CCC(C)C(=O)Nc1nnc(SCC(=O)NC2CCCC2)s1 (configuration not stated)
→ 2 | 10 | 1 | -1 | -11 | -1.2 | 6 | 1 | -3 | 94
Cc1ccc(/C=C/C(=O)NCc2ccncc2)cc1
→ -8 | 0 | -12 | 1 | -14 | -4.2 | -4 | 1 | -4 | 99
CCOc1ccccc1N(CC(=O)NC1CCCC1)S(=O)(=O)c1ccc(C)cc1
→ -5 | -10 | -1 | 11 | 16 | 0.2 | -1 | -4 | 5 | 97
CC(C(=O)Nc1cc(C(F)(F)F)ccc1N1CCOCC1)N1C(=O)C2CCCCC2C1=O (configuration not stated)
→ -10 | 7 | 0 | 5 | 13 | 1.0 | -2 | 1 | 1 | 98
CSc1ccccc1NC(=O)C1CCN(S(C)(=O)=O)CC1
→ 3 | 2 | -6 | 4 | -18 | -1.9 | 0 | 1 | 7 | 98
O=C(NC1CCCCC1)c1ccccc1NC(=S)NC(=O)C1CC1
→ -20 | 1 | -9 | 0 | -44 | 0.8 | -2 | -5 | 3 | 92
CC(C)(C)NC(=O)CSc1nc2ccc(Nc3nc(N4CCOCC4)nc(N4CCOCC4)n3)cc2s1
→ 3 | -1 | -3 | 0 | -25 | 0.6 | 16 | -5 | 91* | 117
CCC1(CC)CNC(=O)NC1
→ 0 | 5 | 0 | 2 | 5 | -0.3 | 6 | 1 | 5 | 102
CC(=O)Oc1ccc(/C=N/NS(=O)(=O)c2ccc(C)cc2)c(OC(C)=O)c1
→ 2 | 6 | 3 | -5 | -18 | -1.1 | -7 | -2 | 2 | 126
COc1ccc(CCn2c(C)cc(C(=O)CSc3nnnn3-c3ccccc3)c2C)cc1
→ -4 | -2 | -2 | -2 | -15 | 8.7* | -19 | -2 | -7 | 88
O=C(Cn1cc([N+](=O)[O-])cn1)NCc1ccc(-n2cccn2)cc1
→ -4 | 1 | 0 | 2 | -9 | 0.8 | 9 | 3 | -1 | 101
COc1ccc(CCNC(=O)CSc2nncs2)cc1
→ 0 | -2 | 5 | 6 | -4 | -1.0 | 0 | 2 | 8 | 102
COC(=O)c1ccc(CCc2cc(O)c(Br)cc2O)cc1
→ -6 | 93* | -2 | -7 | -58 | -2.9 | 4 | 4 | -20 | 95
O=C(c1cccs1)N1CCc2c([nH]c3ccccc23)C1c1ccc(Cl)cc1 (configuration not stated)
→ -6 | -3 | 0 | -3 | -3 | -0.8 | 11 | -9 | -15 | 104
CCOC(=O)C1=C(c2ccccc2)NC(SCC)=C(C#N)C1c1cccnc1 (configuration not stated)
→ -6 | 13 | -3 | -5 | -2 | 1.5 | 4 | 5 | 4 | 96
Nc1nnc(Cc2ccc(F)cc2)s1
→ -4 | 7 | 2 | 1 | -15 | 1.6 | -4 | 0 | -7 | 102

Screening results as filed in PubChem.

The list is partial. The share of hits here may be higher or lower than overall.
